# Assay outcomes (PubChem)
# p53ts 39C tox – kills p53ts cells at the nonpermissive temperature; H1299-p53A138V viability at 39C, ATP luminescence, 24 h; Potency, µM (titrated, usually from 46.1 µM), for the others: top-dose activity change, negative = cell killing, hits mostly cytotoxic; 130,000 tested, 1.5% active; AID 902; also: nearly all actives have a fitted effect of over 55% in size
# Imprint erasure – genomic imprint erasure induction; AID 1948; 110,000 tested, 0.02% active; Potency, µM (series often up to 60.7 µM), for the others: at the top dose activity change, positive = activation, actives largely listed as activators; mouse ES Peg3-LacZ reporter, beta-gal luminescence, 40 h;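 also: 0% = negative control wells on the plate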
#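 Readout: BetaGlo luminescence (5 min, room temp) for LacZ from the normally silent maternal Peg3 allele in female Peg3LacZ-Neo ES cells. Cells 300/well, 40 h, 37C, 5% CO2. Data normalized per plate to negative controls.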
# IkB sig inh – suppresses IkB signaling in ABC-DLBCL reporter cells. Potency, µM (doses to about 57.1 µM), inactives show at the highest dose IkBa stabilization activation. ABC-DLBCL IkBa-CBG/CBR dual luciferase ratio, 4 h; response scale: scaled: untreated 0%, proteasome inhibitor 100%. AID 445. 110,000 tested, 0.04% active; active = well fitted curve in the direction sought with a large enough effect in the signal ratio, not every such curve was filed as active; inconclusive = small, poorly fitted or top-dose-only effect, or a change in a side signal; the % refers to the signal ratio;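 also: the direction sought is a rising ratio; 0% = basal untreated cells and 100% = reference inhibitor full response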
#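 In this assay, an IκBα–CBG68 fusion accumulates when IKK-driven degradation is blocked; native CBR normalizes for cell number. OCI-Ly3 cells were treated 4 h with compound and doxycycline, then green and red light read after Chroma-Glo addition.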
# p53ts 32C tox – kills p53ts cells at the permissive temperature | Potency, µM (titrated, usually from 46.1 µM), inactives show at the top dose activity change, negative = cytotoxicity, usual class: cytotoxic | H1299-p53A138V at 32C, ATP luminescence viability, 24 h | 130,000 tested, 0.93% active | AID 924;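 also: 0% = DMSO and -100% = full killing by reference compound; nearly all actives have a fitted effect of over 55% in size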
#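 ATP-content luminescence (ATPlite) read-out after 24 h compound exposure at 32C in H1299-p53A138V cells (600/well). Tested up to 46 uM. Normalized to DMSO (0%) and 100 uM tamoxifen (100% killing); Hill-fit AC50.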
# * = called active by the depositor; ? = inconclusive; · = no result given; & = joins results of further samples; [ ] = dose if it differs, or a comment. Unless noted, calls follow the shape of the dose curve; as a rule, active = well fitted curve in the direction sought with a large enough effect; inconclusive = small, poorly fitted or top-dose-only effect, or another doubt; inactive = no such curve, though single readings can be large; an effect the other way counts as inactive or inconclusive. Unless noted, % is scaled to controls: 0 for no effect and ±100 for the full control effect; potency is read from the fitted curve at half-maximal effect.
compound | Imprint erasure | IkB sig inh | p53ts 32C tox | p53ts 39C tox
COc1ccc(C(=O)OCC(=O)c2cc(OC)ccc2OC)c(OC)c1 | -5.3% | 1.0% | 9.0% | 0.4%
CCN(CC)C(=O)c1sc2c(c1C)c(=O)n(-c1ccc(Cl)c(Cl)c1)c(=O)n2Cc1cc(=O)n2c(C)cccc2n1 | -8.5%[10.9 µM] | -1.2% | 14.2% | 3.0%
[N-]=[N+]=CC(=O)COC(=O)c1ccccc1 | 1.1%[10.9 µM] | 0.6%[11.4 µM] | 3.8%[9.22 µM] | 3.0%[9.22 µM]
CCC(CC)C(=O)Nc1c2c(nn1-c1ccc(OC)cc1)CS(=O)(=O)C2 | 5.9% | -0.7% | -2.1% | -0.6%
Cc1cc(NC(c2cccnc2)c2ccc3cccnc3c2O)no1 (stereo unspecified) | -29.0% | 1.9% | -23.2% | ?
O=C(Nc1ccc(Cl)cc1Cl)c1cc(S(=O)(=O)N2CCc3ccccc32)ccc1F | -26.4%[10.9 µM] | ? | 0.9% | 6.0%
Cc1nn(-c2ccccc2)c2sc(C(=O)N3CCCCC3)cc12 | -17.5% | ? | 4.4% | -9.1%
Cc1ccccc1OCC(=O)Nc1nnc(S(=O)(=O)N2CCCC2)s1 | -11.8%[10.9 µM] | 0.6% | -20.5% | ?
Cc1ccc2[nH]c(=O)c(CN(C)C(=O)c3ccccn3)cc2c1 | -9.3% | 5.9% | 2.9% | 3.3%
CCc1ccccc1NC(=O)CSc1nc2c(oc3ccccc32)c(=O)n1-c1ccccc1 | 10.3%[10.9 µM] | ? | 4.5% | -7.3%
Cc1cccc(N2CCN(CCNC(=O)c3cc4c(s3)CS(=O)(=O)C4)CC2)c1C | -17.4% | ? | -33.2% | 1.2%
CC1Cc2cc(S(=O)(=O)CCC(=O)Nc3ccc(OC(F)(F)F)cc3)ccc2N1C(=O)C1CC1 (stereo unspecified) | 20.6%[10.9 µM] | ? | 5.5% | 7.9%
CN1C(=O)C2(OCC(COc3ccc(Cl)cc3)O2)c2ccccc21 (stereo unspecified) | -7.7% | ? | -7.5% | -8.7%
O=S(=O)(NCc1ccco1)N1CCCCCC1 | -14.1% | 1.1% | -0.3% | 13.5%
COc1ccccc1C(=O)Nc1c(C(=O)NC(C)(C)C)oc2ccccc12 | -8.7%[10.9 µM] | -0.4% | -0.9% | -15.3%
O=C(Nc1ccc(S(=O)(=O)N2CCOCC2)cc1)c1ccco1 | -8.7% | -3.3% | 2.3% | 1.5%
COc1cc(OC)c(NC(=O)C(C)n2nc(-c3ccc(C)cc3)c3c(c2=O)CCCC3)cc1Cl (stereo unspecified) | 21.9%[10.9 µM] | ? | 1.7% | -13.9%
COc1ccc(CNc2ncnc3ccc(-c4cccc(NS(C)(=O)=O)c4)cc23)c(OC)c1 | -18.7% | -0.6%[11.4 µM] | -21.7% | -25.1%
COc1ccc2[nH]c(=O)c3c(c2c1)OC(C)(C)C=C3 | -11.3%&-19.1% | ? | 25.2% | -13.4%
COC(=O)N1[C@H](Cc2ccccc2)C=C[C@]1(C)C(=O)NCc1ccc(N(C)C)cc1 | -13.4% | · | 2.8% | -7.6%
COCCn1c(C)cc(O)c(C(c2ccccc2OC)N2CCCCC2)c1=O (stereo unspecified) | -3.1%[10.9 µM] | 1.0% | 9.2% | 0.5%
Nn1c(SCC(=O)NC2CCCCC2)nnc1-c1ccccc1 | -4.5% | ? | 3.0% | -2.8%
Cc1ccc(-c2c3c(=O)n(C)c(=O)n(C)c3cn2Cc2cccnc2)cc1 | -6.6% | 2.7% | 2.5% | 0.5%
Cc1cccc(OCC(=O)Nc2ccc(S(=O)(=O)N3CCCC3)cc2)c1 | -7.4% | ? | -3.9% | -4.1%
COc1ccc(C/C(O)=C(\C#N)c2nc3ccccc3s2)cc1 | -7.1% | ? | ? | 12.6µM*

compound | Imprint erasure | IkB sig inh | p53ts 32C tox | p53ts 39C tox
CCOc1ccc(-c2cc(NC(=O)Nc3cccc(C(C)=O)c3)c(C(=O)OC)s2)cc1 | 15.3%[10.9 µM] | -1.7% | -7.4% | -24.8%
O=C(Cn1ncc2c1-c1ccccc1OC2)N(Cc1ccco1)C1CCCCC1 | -13.3% | 0.3% | 22.6% | 24.6%
CC1=C(C(=O)NCCN2CCOCC2)C2(CCC(C)CC2)OC1=O (stereo unspecified) | -2.8% | 1.0% | -4.9% | 8.7%
CCc1nnc(NC(=O)c2ccc(N(C)S(=O)(=O)c3ccccc3)cc2)s1 | -13.6% | 1.1% | 2.4% | -5.1%
O=C(COC(=O)C1=COCCO1)Nc1ccccc1Oc1ccccc1 | -8.5% | 3.3% | -4.6% | -1.6%
Cc1ccc(S(=O)(=O)Nc2cc(C)nn2-c2ccccc2)cc1 | 5.3% | 3.3% | -8.9% | 4.0%
O=C(Nc1ccccc1)N1CC2(CCN(S(=O)(=O)c3ccccc3)CC2)C1 | · | 1.7%[11.4 µM] | -8.9% | -9.0%
CCC(CO)N=CC1=C(O)CC(C)(C)CC1=O (stereo unspecified) | -7.0% | 2.3% | -6.5% | 2.9%
Cc1ccc(NC(=O)CCNS(=O)(=O)c2cccc3nsnc23)cc1 | -8.8%[10.9 µM] | ? | 10.2% | 4.1%
OC1CCCCC1Sc1nc2ccccc2s1 (stereo unspecified) | -13.7% | -2.9% | 4.2% | -0.8%
COc1ccc(C=NCCCN2CCOCC2)cc1 | · | · | 3.4% | 0.4%
CCOCCCNc1nc2ccccc2n2c(CC)nnc12 | 7.1%[10.9 µM] | ? | 3.7% | -4.0%
CC(NC(=O)c1ccccc1Cl)C1COc2ccccc2O1 (stereo unspecified) | -12.6% | -1.2% | -0.4% | 16.3%
CN(c1ccc(C(=O)Nc2cccnc2)cc1)S(C)(=O)=O | -19.3% | -1.0% | -3.0% | -0.8%
O=C1C(=O)N(CCCn2ccnc2)C(c2cccnc2)/C1=C(/O)c1ccc(F)cc1 (stereo unspecified) | -2.1% | 1.1% | -11.5% | -7.4%
COc1ccccc1NC(=O)CSc1ncc2c(n1)-c1cc(Cl)ccc1N(C)S2(=O)=O | -7.3%[10.9 µM] | 1.2% | 8.3% | -6.3%
CCC(C)(C)n1nnnc1C(c1cccc(C#N)c1)N1CCN(c2cccc(C)c2C)CC1 (stereo unspecified) | -0.8% | 0.8% | 4.5% | 8.1%
Cc1ccc(Nc2cc(C)nc3nc(C)nn23)cc1 | -16.9% | 0.7% | 5.1% | 10.9%
COc1ccccc1CNC(=O)CCn1c(=O)[nH]c2ccsc2c1=O | 7.5% | 0.4% | -1.9% | -8.3%
Cc1ccc(CCNC(=O)c2ccc3c(c2)nc2n3CCC(C)C2)cc1 (stereo unspecified) | -10.3%[10.9 µM] | -1.7% | -8.0% | -6.0%
COC(=O)c1nc2n(n1)C(c1cc(OC)ccc1OC)C(C(=O)Nc1ccc(C)cc1C)=C(C)N2 (stereo unspecified) | ? | 0.4% | 13.9% | -9.9%
O=c1c2ccccc2nnn1CSc1nc2sc3c(c2c(=O)n1CC1CCCO1)CCC3 (stereo unspecified) | -0.1% | 0.5% | 12.0% | 7.5%
CC(=O)Nc1ccc(C(=O)CSc2nnc(-c3ccccc3)n2-c2ccccc2)cc1 | 22.0%[10.9 µM] | 0.9% | -1.4% | 4.7%
COc1ccc2c(c1)sc(N)[n+]2Cc1cc(C)cc2cccnc12 | · | · | -8.5% | 11.2µM*
Cc1cc(C(F)(F)F)c2sc(N)nc2n1 | -0.1% | -0.3% | -5.3% | -6.5%

compound | Imprint erasure | IkB sig inh | p53ts 32C tox | p53ts 39C tox
CCOc1ccccc1NC(=O)Cn1c(=O)n(Cc2ccccc2)c(=O)c2c1c1cc(C)ccc1n2C | 7.0%[10.9 µM] | -0.2% | 4.3% | -3.6%
COc1ccc(Cc2nnc(SCC(=O)Nc3ncc(C)s3)o2)cc1 | -6.4% | 5.7% | 0.4% | 2.4%
COc1ccccc1-c1nn(CCC(=O)Nc2ccc(C)cc2)c2nc(C)cc(C)c12 | -11.0%[10.9 µM] | ? | 7.0% | 5.4%
COc1ccc(-c2ccc(-c3nnc(-c4ccncc4)o3)cc2)cc1 | -13.1% | ? | 0.4% | -4.1%
O=C(Nc1cccnc1)Nc1ccc(F)c(Cl)c1 | -17.9% | -2.8% | ? | -24.6%
Cc1cccc(C)c1NC(=O)Cn1c(=O)n(Cc2ccc3c(c2)OCO3)c(=O)c2oc3ccccc3c21 | -8.8%[10.9 µM] | -0.8% | -4.0% | ?
CC(C)c1ccc(NC(=O)CN(Cc2ccccc2)S(C)(=O)=O)cc1 | · | · | -4.0% | 8.7%
Cc1ccc(NC(=O)Nc2nnc(N(CC(C)C)CC(C)C)s2)cc1Cl | -6.4%[10.9 µM] | 2.7% | -0.1% | -1.4%
Cc1ccc2c(CN3CCN(Cc4ccccc4Cl)CC3)cc(=O)oc2c1 | -10.9%[10.9 µM] | ? | -4.2% | ?
COC(=O)C(CC(=O)c1ccc(Br)cc1)n1ccnc1 (stereo unspecified) | -38.8%[inhibitor] | ? | 0.3% | 15.6%
COc1ccc(NS(=O)(=O)c2ccc3c(c2)NC(=O)CCS3)c(OC)c1 | 2.6%[10.9 µM] | -0.1% | -8.8% | -2.6%
Cn1nnnc1SCC(=O)c1ccco1 | -22.7% | 6.0% | -6.3% | -7.9%
Cc1cccc(NC(=O)CSc2nc(=O)n(Cc3cccnc3)c3c2CCC3)c1C | -15.0%[10.9 µM] | -1.8% | -7.7% | -15.4%
Cc1ccc(-n2nc(C)c3c(-c4cccs4)c(C#N)c(N)nc32)cc1 | -14.8% | 0.5% | -8.3% | -10.5%
COc1ccccc1CNC(=O)C1CCCN(S(=O)(=O)c2c(C)[nH]c(=O)[nH]c2=O)C1 (stereo unspecified) | 1.4% | 1.2% | -1.5% | 10.0%
NS(=O)(=O)c1cc(C(=O)O)c(O)c2ccccc12 | -10.3%[10.9 µM] | -0.5%[11.4 µM] | 3.1%[9.22 µM] | 6.7%[9.22 µM]
O=C(CN1C(=O)COc2ccccc21)c1cccc(Cl)c1 | -12.5% | 3.0% | 1.2% | 9.7%
CS(=O)(=O)Nc1c(O)ccc2c1CCC[C@H]2C1=NCCN1 | 8.4% | 0.3% | 6.3% | 4.4%
CC(=O)N[C@@H](CS)C(=O)O | -4.1% | · | -3.7% | -20.3%
O=C(CS(=O)(=O)Cc1ccccc1)N1CCc2ccccc2C1 | -8.8% | 2.0% | 5.1% | -0.2%
Cc1ccc(C)c(N2CCN(C(=O)COc3cc(=O)n(C)c4ccccc34)CC2)c1 | -6.7% | ? | 1.7% | -7.5%
CC(=O)NC1C(=O)N(CCc2ccccc2)c2ccccc21 (stereo unspecified) | 4.1% | 0.4% | -8.4% | -2.0%
CC(C)CNS(=O)(=O)c1ccc(C(=O)Nc2ccc3c(c2)OCCO3)cc1 | -7.7% | ? | -14.6% | -14.4%
Cc1cc(NC(=O)c2cccc(Cl)c2)ccc1-c1cc2ccccc2oc1=O | -17.4%[10.9 µM] | ? | -10.9% | -0.8%
CNC(=O)COC(=O)c1ccc([N+](=O)[O-])cc1Cl | · | · | -23.9% | -8.1%

# Profiles, quoted from the list. Values in the order: Imprint erasure	IkB sig inh	p53ts 32C tox	p53ts 39C tox
# O=C(CS(=O)(=O)Cc1ccccc1)N1CCc2ccccc2C1 is listed as -8.8%	2.0%	5.1%	-0.2%
# O=C1C(=O)N(CCCn2ccnc2)C(c2cccnc2)/C1=C(/O)c1ccc(F)cc1 (stereo unspecified) is listed as -2.1%	1.1%	-11.5%	-7.4%
# CS(=O)(=O)Nc1c(O)ccc2c1CCC[C@H]2C1=NCCN1 is listed as 8.4%	0.3%	6.3%	4.4%
# O=C(CN1C(=O)COc2ccccc21)c1cccc(Cl)c1 is listed as -12.5%	3.0%	1.2%	9.7%

# Remaining list, next part.
compound | Imprint erasure | IkB sig inh | p53ts 32C tox | p53ts 39C tox
Cc1ccc(NC(=O)C2CCN(c3nnc(C)c4c(C)n(-c5ccccc5)nc34)CC2)c(Cl)c1 | ? | -1.7% | 3.4% | 19.5%
O=C(CSc1nc2ccccc2c(=O)[nH]1)c1ccc(O)c(O)c1 | -6.7% | -0.5% | 5.5% | -12.0%
CCOC(=O)c1ccc(NC(=O)C2C3C=CC(C3)C2C(=O)O)cc1 (stereo unspecified) | -7.6% | 1.0% | -5.9% | -4.8%
COc1ccc(N2CCN(C(=O)c3ccc4c(c3)CCN4S(C)(=O)=O)CC2)cc1 | -10.0%[10.9 µM] | -0.2% | 4.1% | -16.8%

# An unsorted share of the library, and some 1.7% of all compounds hit somewhere here.
